G9a block: qHTS Assay for Inhibitors of Histone Lysine Methyltransferase G9a; G9a H3K9 monomethylation, AlphaScreen, 2 h; Potency, µM (doses to about 102 µM), for the others: at the top dose activity, negative = inhibition, actives largely listed as inhibitors; AID 504332, 2011; 8.8% of 350,000 active; also: potency is read from the fitted curve at half-maximal effect; % is scaled to controls: 0 for no effect and ±100 for the full control effect; nearly all actives have a fitted effect of over 75% in size
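Methyltransferase reactions run at room temperature for 2 h (20 nM enzyme, 500 nM biotin-H3K9 peptide, 20 uM SAM) after a 15 min compound preincubation; product detected by AlphaScreen beads and anti-H3K9me1 antibody.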
BAZ2B block: qHTS Assay for Inhibitors of BAZ2B | Bromodomain adjacent to zinc finger domain protein 2B (Homo sapiens), Q9UIF8 | AlphaScreen BAZ2B-H3K14Ac peptide displacement | Potency, µM (series often up to 114 µM), for the others: top-dose activity change, negative = inhibition, hits mostly inhibitors | 4.4% of 360,000 active | AID 504333, 2011; also: potency is read from the fitted curve at half-maximal effect; % is scaled to controls: 0 for no effect and ±100 for the full control effect; nearly all actives have a fitted effect of over 60% in size
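BAZ2B 50 nM plus b-H3(5-23)K14Ac 50 nM, PBS pH 7.4/0.01% Tween-20, 30 min RT; compound added (max 110 uM), 30 min RT; streptavidin donor/Ni-chelate acceptor beads 10 ug/mL final, 20 min dark; AlphaScreen read.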
PGK inhibitor: qHTS Assay to Find Inhibitors of Phosphoglycerate Kinase; AID 602233, 2012; Potency, µM (titrated, usually from 57.5 µM), without a hit: top-dose activity change, negative = inhibition, usual class: inhibitors; PGK/GAPDH coupled, Kinase-Glo luminescence, 60 min; 0.043% of 380,000 active; Phosphoglycerate kinase, glycosomal (Trypanosoma brucei brucei), P07378; also: potency is read from the fitted curve at half-maximal effect; % is scaled to controls: 0 for no effect and ±100 for the full control effect; nearly all actives have a fitted effect of over 60% in size
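Recombinant glycosomal PGK reaction used 1,3-bisphosphoglycerate generated in-well by GAPDH (100nM final) in 100mM TEA pH 7.6, 5mM MgCl2, 0.01% Tween-20. After 60 minutes at room temperature, ATP was read by Kinase-Glo Plus luminescence end-point.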
GLS inhibitor: qHTS for Inhibitors of Glutaminase (GLS); 0.21% of 410,000 active; Potency, µM (series often up to 45.5 µM), inactives show at the highest dose activity change, negative = inhibition, usual class: inhibitors; GLS enzymatic activity, qHTS titration; AID 624170, 2012; Glutaminase kidney isoform, mitochondrial (Homo sapiens), O94925; also: potency is read from the fitted curve at half-maximal effect; % is scaled to controls: 0 for no effect and ±100 for the full control effect
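hKGA in 45 mM KH2PO4 (pH 8.2), 0.02% Tween-20 with compound, then 1mM L-Glutamine (stock as added) plus glutamate oxidase/HRP/Amplex red coupling mix. Fluorescence read initially and after 30 min at RT; signal change reflects glutamate formation.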
HP1b binding inh: HTS for Inhibitors of HP1-beta Chromodomain Interactions with Methylated Histone Tails; AlphaScreen HP1-beta / biotin-H3K9me3 peptide binding; Potency, µM (titrated, usually from 114 µM), for inactives: at the highest dose activity change, negative = inhibition, hits mostly inhibitors; 0.56% of 390,000 active; also: potency is read from the fitted curve at half-maximal effect; nearly all actives have a fitted effect of over 70% in size; inactives centre near 23
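HP1-beta protein (50 nM final) preincubated 30 min at room temperature with biotinylated H3(1-18)K9me3 peptide (50 nM) in PBS pH 7.4, 0.01% Tween-20, then compound added for 30 min. AlphaScreen streptavidin donor/nickel chelate acceptor beads (10 ug/mL final), 30 min dark, luminescence read.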
JMJD2A Tudor: qHTS Assay for Inhibitors of JMJD2A-Tudor Domain. Potency, µM (titrated, usually from 114 µM), for the others: at the highest dose activity change, negative = inhibition, hits mostly inhibitors. 4.4% of 390,000 active. AID 504339, 2011. Lysine-specific demethylase 4A (Homo sapiens), O75164. AlphaScreen JMJD2A-Tudor / H3K4me3 peptide binding; also: potency is read from the fitted curve at half-maximal effect; % is scaled to controls: 0 for no effect and ±100 for the full control effect; nearly all actives have a fitted effect of over 50% in size
Target sequence (O75164 whole entry, looked up, the tested form may be a part): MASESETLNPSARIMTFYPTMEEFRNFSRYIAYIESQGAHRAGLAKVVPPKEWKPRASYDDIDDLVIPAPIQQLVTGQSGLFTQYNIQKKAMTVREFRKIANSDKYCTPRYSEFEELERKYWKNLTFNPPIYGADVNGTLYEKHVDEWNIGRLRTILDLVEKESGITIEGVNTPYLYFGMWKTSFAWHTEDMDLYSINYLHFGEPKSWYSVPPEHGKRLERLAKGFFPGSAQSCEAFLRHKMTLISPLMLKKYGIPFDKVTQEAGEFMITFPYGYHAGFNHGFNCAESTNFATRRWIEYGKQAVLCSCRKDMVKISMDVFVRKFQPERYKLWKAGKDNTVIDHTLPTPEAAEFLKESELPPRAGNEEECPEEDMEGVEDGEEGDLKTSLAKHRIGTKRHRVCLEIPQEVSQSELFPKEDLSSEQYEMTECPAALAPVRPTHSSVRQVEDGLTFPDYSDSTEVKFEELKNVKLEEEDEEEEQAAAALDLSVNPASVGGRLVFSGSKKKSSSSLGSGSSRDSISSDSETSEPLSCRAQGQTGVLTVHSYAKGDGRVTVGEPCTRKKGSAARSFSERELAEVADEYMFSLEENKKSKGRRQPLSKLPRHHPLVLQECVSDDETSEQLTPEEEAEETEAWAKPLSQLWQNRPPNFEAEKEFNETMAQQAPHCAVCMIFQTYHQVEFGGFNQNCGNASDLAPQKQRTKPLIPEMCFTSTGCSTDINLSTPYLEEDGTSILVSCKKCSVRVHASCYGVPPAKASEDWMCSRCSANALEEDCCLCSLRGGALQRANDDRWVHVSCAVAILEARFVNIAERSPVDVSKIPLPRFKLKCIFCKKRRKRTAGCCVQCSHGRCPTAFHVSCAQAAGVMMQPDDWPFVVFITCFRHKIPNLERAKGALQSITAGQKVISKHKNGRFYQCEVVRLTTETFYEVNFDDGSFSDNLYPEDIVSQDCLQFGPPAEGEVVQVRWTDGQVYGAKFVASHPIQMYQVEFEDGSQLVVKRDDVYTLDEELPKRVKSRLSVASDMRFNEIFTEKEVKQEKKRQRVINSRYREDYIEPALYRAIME
PI4K2A inh: qHTS for small molecular inhibitors of PI4K2A. Phosphatidylinositol 4-kinase type 2-alpha (Homo sapiens), Q9BTU6. activity change, negative = inhibition, % at 76.9 µM. purified PI4K2A, ADP-Glo luminescence, 1 h; active compounds read low. AID 1346378, 2018. 0.13% of 420,000 active; in the data active = activity change below about -50%; inconclusive = mostly about -30% to -49%;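 also: -100% = wells without enzyme as full effect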
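ADP-Glo luminescence measured ADP generated by PI4K2A enzyme (4 ug/mL before mixing) with 1.2 mM PI substrate (pre-mix) and 300 microM ATP (pre-mix). Tris pH7.5 buffer with MgCl2, Triton X-100; 1 h reaction at ambient temperature.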
Pin1 inhibitor: qHTS Assay to Find Inhibitors of Pin1; Peptidyl-prolyl cis-trans isomerase NIMA-interacting 1 (Homo sapiens), Q13526; Pin1 FP peptide displacement, HiFluor488, 10 min; Potency, µM (doses to about 115 µM), inactives show at the top dose activity, negative = inhibition, most hits filed as inhibitors; 0.009% of 390,000 active; active = well fitted inhibition curve with a large enough effect in the polarisation, with a control signal flat, not every such curve was filed as active; inconclusive = small, poorly fitted or top-dose-only effect, or effect the other way, or a change in a side signal; inactive = no such curve, though single readings can be large or run the other way; the % refers to the polarisation; also: potency is read from the fitted curve at half-maximal effect; % is scaled to controls: 0 for no effect and ±100 for the full control effect
ERG-DNA inh: qHTS for Small Molecule Inhibitors of the ERG Ets/DNA interaction. Transcriptional regulator ERG (Homo sapiens), P11308. fluorescence polarization, His-ERG Ets domain / labelled DNA. Potency, µM (series often up to 76.9 µM), inactives show at the top dose FP activity, negative = inhibition, most hits filed as inhibitors. 0.028% of 370,000 active; active = well fitted inhibition curve with a large enough effect in the polarisation, with a control signal flat; inconclusive = small, poorly fitted or top-dose-only effect, or effect the other way, or a change in a side signal; inactive = no such curve, though single readings can be large or run the other way; the % refers to the polarisation;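 also: polarization taken with two DNA probes labelled with fluorescein and Texas red; potency is read from the fitted curve at half-maximal effect; % of control where 0% means no effect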
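His-tagged ERG Ets domain (1 uM in the protein solution; 300mM KCl, 50mM Tris-HCl, 1mM EDTA, 1mM DTT, pH 7.5) received compound, then a probe mix of 5 nM fluorescein-DNA and 100nM Texas-615-DNA. Fluorescence polarization was read for both dyes.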
* = called active by the depositor; i = inactive; ? = inconclusive; . = not tested or not shown; [ ] = dose if it differs, or a comment. Unless noted, calls follow the shape of the dose curve; as a rule, active = well fitted curve in the direction sought with a large enough effect; inconclusive = small, poorly fitted or top-dose-only effect, or another doubt; inactive = no such curve, though single readings can be large; an effect the other way counts as inactive or inconclusive.

SMILES	G9a block	BAZ2B block	PGK inhibitor	GLS inhibitor	HP1b binding inh	JMJD2A Tudor	PI4K2A inh	Pin1 inhibitor	ERG-DNA inh
O=C(NCc1ccccc1)c1sc(=S)n2c1[nH]c(=O)c1ccccc12	28µM*	45µM*	-10%	-18%	-22%	?	2	-3%	-11%
CC1CCC(NC(=O)c2ccc3c(c2)N(Cc2cccc(Cl)c2)C(=O)c2ccccc2S3=O)CC1 (stereo unspecified)	-3%[59 µM]	2%	-14%	-3%	1%	-21%	-7	-4%	-2%
Cc1c(C(=O)NCCN2C(=O)S/C(=C\c3cccs3)C2=O)cccc1[N+](=O)[O-]	41%[59 µM]	3%	-9%	-4%	24%	1%	4	-2%	0%
O=C1CCNCCN1[C@H](CO)c1ccccc1	19%	-3%	-2%	5%	10%	-12%	-4	-12%	0%
Cc1ccc(NC(=O)C(=O)c2ccc(C)cc2)cc1	?	5%	-2%	-9%	21%	-5%	1	-4%	-1%
CCC1(C)CC(c2csc(N)n2)CCO1 (stereo unspecified)	0%[59 µM]	-10%	5%	27%	8%	-18%	-8	1%	-1%
COc1ccc(OC)c(NC(=O)c2ccc(NS(=O)(=O)c3c(C)noc3C)cc2)c1	-45%	-34%	-2%	2%	15%	-11%	0	-9%	-21%
CCN(C(=O)CSc1nnc(-c2cccs2)n1CC)C1CCS(=O)(=O)C1 (stereo unspecified)	20%[59 µM]	-15%	i	-1%	9%	-2%	-6	4%	50%
COc1ccc(N(C)S(=O)(=O)c2ccc3c(c2)n(C)c(=O)c(=O)n3C)cc1	10%[59 µM]	.	-4%	2%	31%	-1%	4	0%	0%
N#CC(=Cc1ccc(O)cc1)C(N)=C(C#N)C#N	-8%[59 µM]	0%	-8%	27%	33%	-4%	-7	32%[activator]	67%[activator]
CCCn1nnnc1NCc1ccc(N(C)C)cc1	-26%	6%	-3%	-15%	-16%	?	4	1%	-9%
CCCN(C(=O)Cn1ncc2c([nH]c3ccccc32)c1=O)c1ccccc1C	-5%	-3%	i	-7%	21%	-13%	5	-3%	-10%
O=c1cc(CSc2nnc3ccccn23)c2c(ccc3ccccc32)o1	?	-1%	9%	16%	24%	-4%	1	-6%	-1%
CCN(CC)c1ncnc2c1nnn2C	.	.	-2%	-9%	7%[57 µM]	-8%	2	1%	4%
CSCC[C@H](NC(=O)N1CCn2c1nc1ccccc12)C(=O)NC1CC1	-33%	-22%[57.1 µM]	i	-3%	21%	-12%	-4	-2%	4%
CC(=O)Nc1sc2c(c1CN1CCCC1)CCCC2	?	0%	i	-2%	-3%	-19%	1	-2%	3%
Cc1cccc(C)c1OCC(=O)NCC1(N(C)C)CCCCC1	-10%[59 µM]	-6%	-4%	12%	25%	-3%	0	-11%	15%
COC(=O)Cn1c(C)nc(=O)c(-c2ccccc2)c1C	12%[59 µM]	.	-4%	3%	29%	3%	1	1%	-1%
CCCSc1nnc2nc(C)cc(C)n12	-10%	8%	0%	-24%	29%	1%	-4	-9%	-9%
CC1CCN(CCNC(=S)Nc2ccc(Cl)cc2)CC1	45µM*	1%	-4%	-4%	36%	-7%[57.1 µM]	-1	3%	6%
CCN(C(=O)CCN1C(=O)S/C(=C\c2ccccc2)C1=O)C1CCS(=O)(=O)C1 (stereo unspecified)	20%	-14%	-2%	1%	26%	-13%	-2	-5%	4%
CN(CC(=O)O)Cc1nc2ccccc2[nH]1	1.3µM*	20µM*	.	3%	32%[activator]	-71%	-20	-2%	-5%
CC(=O)c1ccc(NC(=O)Cn2cnc(S(=O)(=O)N3CCCC3)c2)cc1	26%	-15%	-9%	-2%	25%	4%	4	0%	-3%
CCOC(=O)C1CCCN(Cc2ccc3c(c2)OCO3)C1 (stereo unspecified)	8.9µM*	50µM*	-3%	-3%	25µM*	2.5µM*	8	-1%	-4%
CCOC(=O)C1=C(C)NC(=O)NC1/C=C/c1ccccc1 (stereo unspecified)	-3%[12.7 µM]	-4%	-8%	1%	3%	-17%	-4	1%	.
More compounds follow.
SMILES	G9a block	BAZ2B block	PGK inhibitor	GLS inhibitor	HP1b binding inh	JMJD2A Tudor	PI4K2A inh	Pin1 inhibitor	ERG-DNA inh
Cc1cc(N2C(=O)C(O)=C(C(=O)c3ccco3)C2c2ccccc2F)no1 (stereo unspecified)	79µM*	?	6%	5%	13%	-31%	-1	2%	-3%
CC1CCCN(S(=O)(=O)c2ccc3c(c2)c(=O)nc2ccc(Cl)cn23)C1 (stereo unspecified)	23%	-1%	-6%	2%	68%[activator]	-27%	10	2%	10%
CS(=O)(=O)N(CC(=O)NCCSc1ccccc1)c1cc(C(F)(F)F)ccc1Cl	6%[59 µM]	9%	i	0%	38%	-2%	-4	-3%	0%
COc1ccc(CN(C(=O)CN2C(=O)NC3(CCC(C)CC3)C2=O)C(C)Cc2cccs2)cc1 (stereo unspecified)	-11%[12.7 µM]	0%	-7%	1%	6%	-28%	-5	7%	0%
CN1C(=O)C2(Oc3ccccc3C3CC(c4ccccc4)=NN32)c2ccccc21 (stereo unspecified)	?	-33%	-3%	-4%	17%	?	-4	29%	8%
COc1ccc(CCNC(=O)COC(=O)c2cc(=O)c3ccccc3o2)cc1	21%[12.7 µM]	-5%	5%	-2%	31%	5%	8	11%	1%
Cc1c(C(=O)NCCSCc2c(F)cccc2Cl)cnn1-c1ccc(F)cc1	42%	-24%	i	-18%	26%	1%	4	7%	6%
N#Cc1ccsc1NC(=O)C1CCN(C(=O)c2ccc(F)cc2)CC1	?	-4%	7%	-1%	44%[activator]	-3%	-1	23%	23%
Cc1nnc(NC(=O)c2ccc3nccnc3c2)s1	50µM*	-32%	-3%	-12%	35%	-29%	-4	-3%	6%
COc1ccc(N2CCN(C(CNS(=O)(=O)c3cccs3)c3cccnc3)CC2)cc1 (stereo unspecified)	89µM*	?	-6%	26%	-15%	?	6	-12%	-10%
CCOC(=O)[C@@H]1[C@H]2COc3cc(OC)ccc3[C@@H]2N2C(=O)N(c3cccc(F)c3)C(=O)[C@]12C	4%	-5%	-2%	-2%	36%	-12%	-3	-6%	-10%
O=C(CC(c1ccccc1)c1ccccc1)NCCO	-20%[12.7 µM]	-1%	-2%	5%	11%	-7%	-4	-6%	-4%
CN(Cc1ccccc1)C(=O)C1CCN(S(=O)(=O)c2cc([N+](=O)[O-])ccc2Cl)CC1	?	-7%	2%	2%	13%	-26%	-2	5%	4%
CN(C(=O)CC(NC(=O)c1ccccc1Cl)c1ccccc1)c1ccccc1 (stereo unspecified)	17%	-16%	-4%	0%	17%	-19%	5	-5%	8%
CCc1ccc(NC(=O)C2CCCN2S(=O)(=O)c2ccc3c(c2)C(C)(C)C(=O)N3C)cc1 (stereo unspecified)	.	10%	i	-4%	25%	2%	-1	-5%	12%
N#CCc1c(C#N)c(N)nc(N2CCN(c3ccc(F)cc3)CC2)c1C#N	50µM*	13%	-6%	27%	13%	?	14	39%[activator]	-2%
O=C(c1cc(-c2cccs2)on1)N1CCCc2ccccc21	-12%[59 µM]	5%	-5%	2%	42%[activator]	6%	3	2%	-1%
O=C(CCC(=O)c1cccs1)NCc1ccncc1	-7%	-16%	0%	-6%	24%	3%	1	-1%	-2%
CC(=O)c1cccc(NC(=O)CSc2nnc(-c3cccnc3)o2)c1	24%[59 µM]	8%	i	6%	48%[activator]	-7%[57.1 µM]	-1	-1%	-3%
Cc1ccc(-c2nnc(SCc3ccc(C#N)cc3)n2Cc2ccco2)cc1	.	-35%	-3%	2%	7%	79µM*	1	-4%	-4%
CN(c1ccc(OCC(=O)N2CCOCC2)cc1)S(=O)(=O)c1ccc(Cl)cc1	-27%	9%	6%	1%	34%	-6%	2	-2%	-2%
CCOC(=O)c1cc(CC)sc1NC(=O)Cc1ccccc1	-1%	69%[activator]	-8%	-11%	62%[activator]	60%[activator]	3	1%	3%
CS(=O)(=O)N1CCN(C(=O)c2cc(-c3cccnc3)nc3ccc(Br)cc23)CC1	2%	?	1%	0%	68%[activator]	-8%[11.4 µM]	2	-3%	11%
COc1ccc(/C=N/NC(=O)c2cccnc2)cc1CN1CCc2ccccc2C1	-1%[59 µM]	-34%	4%	-9%	-1%	-31%	-1	3%	6%
Cc1cc2c(cc1S(=O)(=O)Nc1cccc(C)c1C)OCC(=O)N2	-2%	-1%	-5%	9%	9%	-14%	1	3%	0%
Cc1cc(C)c(S(=O)(=O)N2CCN(S(=O)(=O)N3CCC(C)CC3)CC2)c(C)c1	10%	4%	-9%	1%	11%	-10%	-5	-1%	-10%
COc1ccccc1CNc1ccc(-c2nc(-c3ccco3)no2)cc1[N+](=O)[O-]	?	6%	-3%	6%	55%[activator]	5%	8	18%	0%
